Compound activity as filed in PubChem.
NCOA3 inh: SRC3 coactivator transcriptional activity inhibitors, primary screen, cell-based, luminescence; inhibition, % at 3.6 µM; HEK293 GAL4-SRC3 luciferase reporter; Nuclear receptor coactivator 3 (Homo sapiens), Q9Y6Q9; 360,000 tested, 0.17% active;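 active = inhibition above a per-campaign cutoff, the mean of all compounds plus 3 SD, cut at about 60% in these data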;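 also: 0% = DMSO-treated cells and 100% = gossypol-treated cells at 36 µM; higher means less SRC3-driven luciferase light from the GAL4 reporter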
TWEAK-Fn14 inh: inhibitors of TWEAK-Fn14 signaling, primary screen, luciferase reporter cells, uHTS; 360,000 tested, 2% active; TWEAK-stimulated Fn14 reporter cells, luciferase luminescence, 8 h; inhibition, % at 10 µM; in the data active = inhibition above about 50%
TROY NFkB inh: inhibitors of TROY-driven NF-kB signaling, primary screen, Q293 LMP1-TROYcd cells, NF-kB luciferase, uHTS | Q293 LMP1-TROYcd NF-kB luciferase reporter, 4 h | inhibition, % at 10 µM | 360,000 tested, 0.98% active;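 active = compounds whose plate-normalised and pattern-corrected inhibition of the luciferase reporter signal at the single screening dose is 50% or more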
NCOA1 inh: SRC1 coactivator transcriptional activity inhibitors, primary screen, cell-based, luminescence; Nuclear receptor coactivator 1 (Homo sapiens), Q15788; HEK293 GAL4-SRC1 luciferase reporter; 360,000 tested, 0.12% active; inhibition, % at 3.6 µM;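 active = inhibition above the campaign mean plus 3 SD, with each screening campaign given its own cutoff, cut at about 60% in these data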;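 also: 0% = DMSO treated cells and 100% = gossypol at 36 µM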
LRH-1 inv ag: LRH-1 (NR5A2) inverse agonists, primary screen, cell-based, luminescence, HEK293T, StAR-luciferase reporter; LRH-1 transfected, 24 h; inhibition, % at 3.6 µM; 360,000 tested, 0.13% active;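 active = inhibition above the mean inhibition of all tested compounds plus 3 SD, cut at about 73% in these data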;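 also: 0% = DMSO wells and 100% = reporter-only cells lacking LRH-1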
Target sequence (O00482 whole entry, looked up): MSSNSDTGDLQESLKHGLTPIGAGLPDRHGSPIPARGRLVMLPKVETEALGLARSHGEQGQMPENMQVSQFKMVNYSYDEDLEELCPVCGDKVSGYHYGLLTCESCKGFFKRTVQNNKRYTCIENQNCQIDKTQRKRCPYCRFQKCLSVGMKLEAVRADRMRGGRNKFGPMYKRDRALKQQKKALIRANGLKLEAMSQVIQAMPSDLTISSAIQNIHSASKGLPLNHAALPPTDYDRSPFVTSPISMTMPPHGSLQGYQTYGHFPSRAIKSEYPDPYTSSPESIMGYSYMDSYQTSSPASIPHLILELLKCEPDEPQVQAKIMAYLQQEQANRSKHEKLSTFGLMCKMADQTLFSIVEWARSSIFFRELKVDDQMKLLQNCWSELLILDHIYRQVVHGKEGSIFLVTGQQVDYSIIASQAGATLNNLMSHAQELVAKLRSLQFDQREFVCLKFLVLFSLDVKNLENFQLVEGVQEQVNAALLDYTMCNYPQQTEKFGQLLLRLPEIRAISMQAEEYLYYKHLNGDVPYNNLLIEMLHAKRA
NR2F2 inh: NR2F2 transcriptional activity inhibitors, primary screen, cell-based, luciferase reporter, HEK293T, luminescence; HEK293T NGFI-A luciferase reporter; inhibition, % at 8.6 µM; 370,000 tested, 0.7% active;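 active = inhibition above a per-plate cutoff, mean inhibition of test wells between control levels plus 3 SD, cut at about 38% in these data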;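 also: cells cotransfected with COUP-TFII expression vector driving the NGFI-A reporter; 0% = median of COUP-TF2 test wells and 100% = reporter-only cells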
Target sequence (P24468 whole entry, looked up): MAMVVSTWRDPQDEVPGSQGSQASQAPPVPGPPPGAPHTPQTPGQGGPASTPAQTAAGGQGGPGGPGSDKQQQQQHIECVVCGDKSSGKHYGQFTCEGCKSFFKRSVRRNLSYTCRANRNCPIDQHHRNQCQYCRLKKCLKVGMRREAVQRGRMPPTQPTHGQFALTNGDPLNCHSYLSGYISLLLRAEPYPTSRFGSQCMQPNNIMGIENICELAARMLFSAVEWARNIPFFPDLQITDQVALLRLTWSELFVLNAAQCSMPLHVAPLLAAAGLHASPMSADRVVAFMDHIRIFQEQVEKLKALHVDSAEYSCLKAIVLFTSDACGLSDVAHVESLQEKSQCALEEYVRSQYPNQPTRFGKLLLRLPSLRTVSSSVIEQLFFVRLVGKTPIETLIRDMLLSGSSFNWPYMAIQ
TRAIL sens C8: viability loss with TRAIL in NB7+C8 cells, primary screen, TRAIL sensitizer project, cell-based, ATPlite luminescence. 360,000 tested, 1% active. inhibition (viability loss, TRAIL sensitization), % at 10 µM;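 active = compounds causing at least 50% loss of cell viability in the single-dose screen, relative to plate controls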
CF NFkB inh: inhibitors of PAF-induced NF-kB signaling, primary screen, cell-based, GFP fluorescence, uHTS. inhibition, % at 5 µM. 360,000 tested, 0.86% active. AID 588850, 2011. KKLEB NF-kB-GFP reporter, GFP fluorescence overnight;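 active = at least 50% inhibition at 5 µM, scaled per plate between neutral and stimulator controls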;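 also: PAF is a Pseudomonas aeruginosa culture filtrate used as stimulus; plate controls were PAF-stimulated DMSO wells for no effect and unstimulated DMSO wells for full effect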
EBV LMP1 NFkB: EBV LMP1-driven NF-kappaB luciferase reporter inhibitors, primary screen, cell-based, luminescence, single point. LMP1-induced NF-kappaB luciferase reporter cells. inhibition, % at 12.5 µM. 350,000 tested, 0.69% active; in the data active = inhibition above about 41%;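 also: 0% = neutral control wells and 100% = reference inhibitor control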
KKLEB cytotox: cytotoxicity in KKLEB CF airway cells, primary screen, cytotoxicity control for CF NF-kB inhibitor project, cell-based, uHTS, fluorescence assay plates; activity change (cytotoxicity), % at 5 µM; 360,000 tested, 0.36% active; KKLEB CF airway cells viability, ATPlite luminescence, overnight; stronger effect = lower value; cells stimulated with P. aeruginosa culture filtrate; AID 602141, 2011;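 active = corrected activity change at or below -50% at 5 µM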
SRC2 inh: inhibition of GAL4-SRC2 driven luciferase reporter, primary screen, SRC2 inhibitor project, cell-based, luminescence. AID 651957, 2012. 370,000 tested, 0.17% active. inhibition, % at 9 µM. HEK293 GAL4-SRC2 luciferase reporter. Nuclear receptor coactivator 2 (Homo sapiens), Q15596;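 active = inhibition above the mean inhibition of all tested compounds plus 3 SD, set per campaign, cut at about 52% in these data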;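 also: 0% = DMSO treated cells and 100% = cells given Gossypol at 36 µM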
An asterisk follows results filed as active; / = not tested or not shown. This is a random part of the collection. Share with any hit: about 4.2%.

SMILES | NCOA3 inh | TWEAK-Fn14 inh | TROY NFkB inh | NCOA1 inh | LRH-1 inv ag | NR2F2 inh | TRAIL sens C8 | CF NFkB inh | EBV LMP1 NFkB | KKLEB cytotox | SRC2 inh
O=C(O)c1cc(S(=O)(=O)Nc2ccccc2Cc2ccccc2)ccc1Cl | -3 | 5 | -8 | 5 | -10 | -17 | 7 | -1 | 0 | -1 | 3
CCOc1ccc(C(=O)NCC(=O)N2CCN(c3ccc(C(F)(F)F)cn3)CC2)cc1 | 1 | 13 | 2 | -2 | -11 | 4 | 14 | 16 | 17 | -15 | -19
Cc1ccc(-n2c(C)nnc2SCC(=O)N(C)C2CCS(=O)(=O)C2)cc1 (stereo not drawn) | 16 | -3 | 5 | -17 | 9 | 5 | 5 | -4 | -9 | -8 | -26
CCCc1ccc2oc(C(=O)N3CCCC3)c(C)c2c1 | -49 | -42 | -33 | -52 | -50 | -13 | 5 | -14 | -32 | 3 | -52
COc1ccccc1CNc1nc(=S)[nH]c2cc(OC)c(OC)cc12 | -4 | 3 | 8 | -24 | -3 | 6 | 4 | 2 | 1 | 4 | -10
COCCNC(=O)C1CC(c2ccccc2C(F)(F)F)=NO1 (stereo not drawn) | 7 | -6 | 2 | -8 | 3 | 3 | -11 | 18 | 0 | -12 | -7
O=C(OC(C(=O)NC1CCCCC1)c1ccccc1F)c1ccco1 (stereo not drawn) | 14 | -11 | -12 | -10 | 1 | 3 | -2 | -10 | -1 | 4 | -17
CC(C)C(=NO)c1ccccc1 | -2 | 3 | -14 | 8 | -7 | 6 | -14 | -2 | 4 | -1 | -31
CCOc1cc(/C=C2/C(=O)N(c3ccccc3)N=C2C)ccc1OC(=O)c1ccco1 | -9 | -6 | -14 | -12 | -4 | 0 | -11 | -7 | -1 | -10 | -5
CN(C)S(=O)(=O)c1cccc(C(=O)Nc2ccc(S(=O)(=O)N3CCCC3)cc2)c1 | 10 | 8 | -7 | -1 | 13 | 18 | -1 | 8 | -4 | -3 | 9
Cc1noc2ncc(C(=O)c3cc(F)ccc3O)cc12 | 16 | 15 | -8 | 4 | 15 | -6 | -2 | 8 | -7 | 1 | -7
Cc1ccc2nc(SCC(=O)N3CCCCC3)nc(=O)n2c1 | 0 | 13 | -14 | -2 | -14 | 20 | -10 | -13 | 7 | -2 | -8
COc1ccc(OCC(=O)Nc2c(C)ccc3nsnc23)cc1 | 25 | 6 | 10 | -38 | 13 | -4 | -19 | 9 | 0 | 7 | -19
COc1ccc(-c2nc(CN3CCC(C(=O)NC4CCCC4)CC3)c(C)o2)cc1OC | 1 | -3 | 9 | -4 | 4 | 7 | 8 | 0 | -9 | -9 | -2
CCOC(=O)c1cc(C#N)c(SCC(=O)Nc2ccc(C(C)=O)cc2)[nH]c1=O | 2 | -18 | -9 | -3 | 21 | 29 | -7 | 18 | -2 | 2 | -28
CCc1nnc(NC(=O)C(C)Sc2ccccc2)s1 (stereo not drawn) | 14 | -6 | -5 | 1 | 8 | -4 | -16 | 22 | 2 | -16 | -3
CNS(=O)(=O)c1cccc(C(=O)OCC(=O)Nc2nc(OC)cc(OC)n2)c1 | 16 | 0 | -7 | -16 | -8 | 10 | 3 | -25 | -6 | 0 | 3
O=C(O)CSc1nnc(-c2ccncc2)n1-c1ccc(Cl)cc1 | 10 | 17 | -6 | -11 | 6 | -6 | -8 | -6 | -7 | -20 | -8
COc1ccc(CCNC(=S)NCc2ccc(Cl)c(Cl)c2)cc1OC | -17 | 7 | 27 | 4 | 3 | -6 | -3 | 2 | -4 | -4 | -5
C=CCC(=O)NC(C)c1cnn(-c2ccccc2C)c1C (stereo not drawn) | 24 | 2 | 2 | 5 | -8 | -9 | -5 | -23 | -2 | -2 | -23
Cn1c(NNC(=O)c2cccc3ccccc23)cc(=O)n(C)c1=O | 1 | -4 | -13 | -28 | -1 | -16 | -5 | 10 | -2 | 0 | -42
Cc1ccc(NC2c3ncccc3C(=O)N2Cc2cccs2)cc1C (stereo not drawn) | 22 | 16 | -15 | -2 | 15 | 0 | -3 | 5 | -39 | 4 | 9
CC(=O)Nc1cccc(-c2csc(Nc3cc(C)ccn3)n2)c1 | -70 | 49 | 21 | -62 | -127 | -35 | -21 | 28 | -19 | -10 | -28
CCn1c(CCNC(=O)c2cccs2)nnc1SCC(=O)Nc1ccc(Cl)cc1 | 1 | 15 | -9 | 11 | 0 | -12 | 10 | -8 | -4 | 3 | -19
O=C(NCc1nc2ccccc2[nH]1)c1ccco1 | 2 | 16 | -12 | -7 | 4 | 1 | -7 | -17 | 0 | 14 | 8
COCC(O)CNc1ccccc1 (stereo not drawn) | 7 | -37 | -21 | 6 | 9 | -1 | -3 | 1 | -31 | 12 | 5
N#Cc1c(Cl)cccc1N1CCSCC1 | 10 | -12 | 4 | -9 | -8 | -15 | 9 | 2 | / | -2 | -22
Cc1cc(C)n(C(=O)Cn2nc([N+](=O)[O-])c(Br)c2C)n1 | 12 | -15 | 12 | 1 | 11 | 0 | -21 | -1 | 1 | 4 | -5
CN(C(=S)NC(=O)C1CCCC1)c1ccccc1 | -8 | -29 | -22 | -23 | 0 | -9 | -4 | 8 | -2 | 0 | 4
COc1cc(C2CC(=O)NC3=C2C(=O)CC(C)(C)C3)ccc1O (stereo not drawn) | 16 | 8 | -8 | -4 | -7 | -13 | 0 | 0 | 7 | 6 | 7

Two of the compounds above, as labelled records.
molecule: COc1cc(C2CC(=O)NC3=C2C(=O)CC(C)(C)C3)ccc1O (stereo not drawn)
- NCOA3 inh: 16
- TWEAK-Fn14 inh: 8
- TROY NFkB inh: -8
- NCOA1 inh: -4
- LRH-1 inv ag: -7
- NR2F2 inh: -13
- TRAIL sens C8: 0
- CF NFkB inh: 0
- EBV LMP1 NFkB: 7
- KKLEB cytotox: 6
- SRC2 inh: 7
molecule: Cc1ccc(NC2c3ncccc3C(=O)N2Cc2cccs2)cc1C (stereo not drawn)
- NCOA3 inh: 22
- TWEAK-Fn14 inh: 16
- TROY NFkB inh: -15
- NCOA1 inh: -2
- LRH-1 inv ag: 15
- NR2F2 inh: 0
- TRAIL sens C8: -3
- CF NFkB inh: 5
- EBV LMP1 NFkB: -39
- KKLEB cytotox: 4
- SRC2 inh: 9

(further entries)
SMILES | NCOA3 inh | TWEAK-Fn14 inh | TROY NFkB inh | NCOA1 inh | LRH-1 inv ag | NR2F2 inh | TRAIL sens C8 | CF NFkB inh | EBV LMP1 NFkB | KKLEB cytotox | SRC2 inh
O=C(CCC(=O)N1CCOc2ccc(Cl)cc21)NCCCN1CCN(c2ccccc2F)CC1 | -36 | 12 | 0 | -29 | 5 | 2 | 5 | 6 | 6 | -4 | 1
O=C(NCCCNCc1ccccc1)/C(=N\O)c1ccccc1 | 7 | -36 | -20 | 8 | 6 | 2 | -8 | -13 | -8 | -7 | 0
O=C(c1cc(-c2ccc(Cl)cc2)nc2ccccc12)N1CCOCC1 | 4 | -1 | 0 | -6 | 14 | 5 | 5 | 8 | -3 | -12 | -15
Cc1onc(-c2ccccc2Cl)c1C(=O)Nc1cccc(S(=O)(=O)NC2=NCCC2)c1 | 7 | -2 | 10 | -5 | -8 | 8 | -4 | 2 | 4 | 9 | -3
O=C(CN1C(=O)CSc2ccccc21)Nc1ccc2c(c1)OCCO2 | -10 | 14 | 17 | -22 | -8 | 2 | -7 | 0 | -9 | -15 | -4
COc1cccc(C2c3c(-c4ccccc4O)n[nH]c3C(=O)N2Cc2ccco2)c1 (stereo not drawn) | -1 | 14 | 15 | -3 | -2 | 6 | 6 | -6 | 1 | 1 | -2
c1ccc(-c2n[nH]c(-c3ccccc3)c2-c2nc3ccccc3[nH]2)cc1 | 12 | 12 | -6 | -3 | -10 | 2 | 10 | -20 | -2 | 8 | 6
C=CCNC1=C(Cl)C(=O)N(c2ccccc2Cl)C1=O | 15 | 18 | -2 | 7 | 20 | 6 | 8 | 6 | 4 | 1 | -11
Cc1occc1-c1nnc(SCC(=O)NCCc2ccccc2)n1C(C)c1ccccc1 (stereo not drawn) | -15 | -16 | 8 | 2 | 0 | 6 | -6 | 0 | -6 | 16 | -5
O=C(NCCOC(=O)c1ccc(S(=O)(=O)N2CCOCC2)cc1)c1cccnc1 | -4 | 21 | -6 | 3 | -3 | -19 | -8 | 3 | 5 | -25 | -13
COc1ccc(CN2CCC(n3nccc3NC(=O)C3CCCC3)CC2)c(OC)c1 | -4 | 13 | 2 | 3 | 21 | -16 | -3 | -6 | -6 | -9 | -11
Cc1nc(CS(=O)(=O)c2ccc(Cl)cc2)sc1C(=O)O | 14 | 6 | -5 | -2 | -5 | -14 | -19 | -11 | -8 | -4 | -2
N#CCCn1cc(C(=O)Nc2ccc(C(=O)O)cc2)c(-c2cccs2)n1 | -1 | -5 | 6 | -30 | 13 | 27 | 4 | 5 | 1 | 14 | -29
COc1cc(OC)cc(C(=O)N[C@H](C(=O)Nc2ccccc2N2CCOCC2)C(C)C)c1 | 13 | -28 | 5 | -8 | 9 | 2 | -4 | -1 | -23 | -2 | 8
O=C(NCCS(=O)(=O)N1CCCCC1)c1ccccc1 | 19 | -6 | -11 | -5 | -9 | -5 | -7 | 16 | -6 | 3 | 6
COCCN(C(=O)COC(=O)CCc1ccccc1)c1c(N)n(Cc2ccccc2)c(=O)[nH]c1=O | -12 | 5 | 4 | -14 | 5 | 4 | 8 | 16 | 0 | -8 | -2
COC(=O)c1ccccc1NC(=O)CCc1ccccc1 | 17 | 0 | -11 | 7 | -6 | 13 | -2 | 5 | 1 | 9 | -21
CC(C)CC(NC(=O)OC(C)(C)C)C(=O)NC(C(=O)NC(C)C(N)=O)C(C)C (stereo not drawn) | 10 | 4 | 13 | 9 | 6 | 11 | -18 | 3 | -7 | -24 | 9
COc1ccc(C(=O)N/C(=C\c2cccs2)C(=O)N2CCN(C)CC2)cc1OC | 17 | -4 | 1 | -9 | 8 | 12 | 11 | 1 | 5 | 2 | -1
COc1ccc(C2/C=C\CN(C(=O)c3ccc(C)cc3)CC(=O)N2Cc2ccc(F)cc2)cc1 (stereo not drawn) | 12 | -2 | 4 | 4 | -2 | 13 | 4 | -19 | -2 | 5 | 22
C=CCn1cccc(C(=O)Nc2cc(OC)c(OC)c(OC)c2)c1=O | 1 | -13 | -1 | -7 | 8 | -19 | -9 | -6 | 5 | 2 | -21
CCOc1ccc2oc(C(=O)Nc3ccc(C)cn3)c(C)c2c1 | -63 | -32 | -44 | -46 | -22 | -7 | 24 | -14 | -28 | 9 | -14
CCC(=O)N1CCN(c2ccc(Cl)cc2NC(=O)c2ccc(N3CCCC3)c([N+](=O)[O-])c2)CC1 | 0 | 17 | 22 | 0 | 6 | 5 | 16 | 14 | 3 | -21 | -21
COc1cc(NC(=O)c2cccc(Cl)c2)c(OC)cc1NC(=O)CN1CCCCC1 | 21 | -6 | -7 | 6 | -14 | 0 | 1 | 18 | -1 | -7 | 19
